Screens from PubChem.
RmlCD inh 1536: inhibitors of Mycobacterium tuberculosis RmlC and RmlD coupled enzymes | P9WH09+P9WH11 | RmlC+RmlD coupled enzyme assay, percent inhibition; primary screen in compound mixtures | inhibition, % at 3.6 µM | 160,000 tested, 0.03% active | AID 1533; in the data active = inhibition mostly above about 34%, no sharp cut-off; also: some results filed as inactive read as strong as hits
Target sequence (P9WH09 whole entry, looked up): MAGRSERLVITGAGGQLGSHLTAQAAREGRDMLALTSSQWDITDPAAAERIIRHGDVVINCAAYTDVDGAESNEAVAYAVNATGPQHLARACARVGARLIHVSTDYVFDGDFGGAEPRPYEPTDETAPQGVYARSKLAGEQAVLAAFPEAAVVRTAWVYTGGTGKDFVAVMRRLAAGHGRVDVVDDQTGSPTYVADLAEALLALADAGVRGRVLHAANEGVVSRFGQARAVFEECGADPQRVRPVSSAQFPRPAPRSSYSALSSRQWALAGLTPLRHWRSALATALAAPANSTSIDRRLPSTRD
Target sequence (P9WH11 whole entry, looked up): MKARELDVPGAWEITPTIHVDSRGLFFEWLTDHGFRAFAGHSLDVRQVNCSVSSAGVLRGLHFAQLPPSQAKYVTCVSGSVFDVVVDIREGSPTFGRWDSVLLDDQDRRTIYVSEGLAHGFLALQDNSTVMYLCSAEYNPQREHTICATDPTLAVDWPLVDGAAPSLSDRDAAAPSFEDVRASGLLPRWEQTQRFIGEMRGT
GlmU inhibition: inhibition of mycobacterial GlmU enzyme – biochemical, glucosamine-1-phosphate acetyltransferase (AID 1376); M. tuberculosis GlmU acetyltransferase enzyme assay; higher % means a stronger effect; inhibition, %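 (tested at 30 µM in the primary screen)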, or IC50 in µM where a hit was titrated; 220,000 tested, 0.25% active; in the data active = inhibition above about 13%;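 also: 0% = complete reaction with vehicle and 100% = reaction without substrate; strong numbers were not always called active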
Active calls of the source: *; . = not tested or not shown. Some of the compounds tested. The share of hits here may be higher or lower than overall.

SMILES	RmlCD inh 1536	GlmU inhibition
CS(=O)(=O)N(CC(=O)N1CCC(C(N)=O)CC1)c1ccc(Oc2ccccc2)cc1	17	8.8%
Cc1cc(C)n2nc(C(=O)Nc3c(C)nn(Cc4ccc(F)cc4)c3C)cc2n1	-9	-0.2%
CCn1c(P(C)(=O)O)nc2ccccc21	11	1.1%
O=C(Nc1ccccc1C(F)(F)F)c1ccc(CN2CCC(Cc3ccccc3)CC2)cc1	.	-4.0%
O=C(CCNc1ccccc1)c1cccc([N+](=O)[O-])c1	2	.
C/C(=N\N)c1c(-c2ccccc2)c2cc(C)ccc2[nH]c1=O	9	4.2%
CCOC(=O)c1ccc(NS(=O)C23CC4CC(CC(C4)C2)C3)cc1 (stereo unspecified)	-5	-0.4%
Cc1ccc(C(=O)CCCn2nnc(-c3cccnc3)n2)cc1C	-10	4.1%
C[C@@H](C(=O)NCCc1c[nH]c2ccccc12)[C@H]1C[C@]1(C)[C@H](NC(=O)OCc1ccccc1)c1ccccc1	.	-0.7%
CCOC(=O)/C(C#N)=N/Nc1ccccc1C(=O)O	4	-1.7%
CN(C(=O)OCc1ccccc1)C(CC(N)=O)C(=O)O (stereo unspecified)	-8	-4.6%
N#C[C@@H]1[C@@H]2C(=O)N(c3ccc4c(c3)OCCO4)C(=O)[C@@H]2C2c3ccccc3C=CN21 (stereo partly specified)	7	-0.3%
Cc1c(C(=O)N2CCC(C)CC2)sc2ncnc(N3CCN(c4ccccc4)CC3)c12	11	.
CCCCN=c1scc(-c2ccc3c(c2)NC(=O)CO3)n1N=C1CCCC1	5	-7.6%
O=C(CSc1ccccc1)Nc1ccc(NC(=O)c2ccco2)cc1	.	-0.6%
Cc1ccc(CSc2ncn(-c3ccccc3)n2)cc1	22	0.7%
CCOc1ccc(-n2c(C)nnc2SCC(=O)N(CC)CC)cc1	.	-6.7%
Cc1ccc(NC(=O)COC(=O)/C=C/c2ccc(Br)o2)cc1S(=O)(=O)N(C)C	55	5.8%
COc1cccc(CNC(=O)C2CCN(Cc3cnn(-c4ccccc4)c3-n3cccc3)CC2)c1	15	0.4%
CCN1c2ccc(S(=O)(=O)N3CCOCC3)cc2N(Cc2ccc(OC)cc2)C1C (stereo unspecified)	-5	2.5%
Cc1ccc(S(=O)(=O)N2CCC(=O)N(CCOCc3ccc(C(F)(F)F)cc3)CC2)cc1	.	1.4%
O=C(OCc1nnc(-c2ccccc2)o1)c1ccccc1	7	-1.6%
COc1ccc(C2CC(C(F)(F)F)n3nc(C(=O)N(C)Cc4cn(C)nc4C)c(Cl)c3N2)cc1 (stereo unspecified)	.	-3.5%
COc1ccc(C2CC(=O)Nc3sc(=N)c4c(N)c(C#N)c(N)nc4c32)cc1OC (stereo unspecified)	.	-0.2%
Cc1ccccc1OCC(=O)NNC(=S)NC(=O)c1ccco1	.	0.1%
CC(=O)c1cc(NC(=O)c2cccc(C(F)(F)F)c2)c(=O)oc1/C=C/N(C)C	6	-1.1%
O=C(CSC1CC(=O)N(c2ccc(C(=O)O)cc2)C1=O)Nc1ccc2ccccc2c1 (stereo unspecified)	7	7.2%
CCOc1nc(-c2ccccc2)ccc1-c1noc(-c2cccs2)n1	.	1.2%
O=S(=O)(c1ccc2c(c1)OCCO2)N1CCC(c2nc3ccccc3[nH]2)CC1	.	8.3%
O=C(Nc1cccc2ncccc12)C12CC3CC(CC(C3)C1)C2	-5	3.8%
Cc1cc(NC(=O)C(=O)c2cn(C)c3ccccc23)no1	1	4.0%
Cc1ccc(CNC(=O)Cn2c([N+](=O)[O-])cnc2C)cc1	5	-9.0%
CS(=O)(=O)N1CCN(c2ccc(NC(=O)c3ccccc3)cc2)CC1	10	-4.3%
CC(=O)Oc1ccc2oc3c(c2c1)C(=O)CCC3	.	-1.7%
CCN(CC)S(=O)(=O)c1ccc(OC)c(NC(=O)CSc2ccccc2)c1	-10	6.0%
Cn1cccc1CC(=O)N/N=C/c1cc([N+](=O)[O-])ccc1Cl	0	4.2%
CCCCCCCCNC(=O)CCNC(=O)c1ccc(C(C)(C)C)cc1	9	-0.2%
CCC(C)[C@@H](NC(=O)OC(C)(C)C)c1nnc(S(=O)(=O)Cc2cccc(C)c2)o1 (stereo partly specified)	0	6.0%
Cc1cccc(CCNS(=O)(=O)c2cnc[nH]2)c1	11	-3.1%
COc1cccc(C2c3[nH]c4ccccc4c3CCN2Cc2cnc(C)s2)c1OC (stereo unspecified)	.	2.5%
CCOC(=O)c1cccc(NC(=O)COC)c1	.	5.2%
CCN(CC)C(=O)Cn1cc(C(=O)C(=O)NCCc2ccc(S(N)(=O)=O)cc2)c2ccccc21	-18	-2.9%
Cn1c(O)c(C(c2ccccn2)c2c(O)n(C)c(=S)n(C)c2=O)c(=O)n(C)c1=S	4	.
CCC1=NN(C(=O)c2ccc(Br)cc2)C(O)(c2ccccc2)C1 (stereo unspecified)	.	1.4%
COc1ccc(C2(CNC(=O)c3cccc([N+](=O)[O-])c3)CCCCC2)cc1OC	-7	4.0%
CC1=C(C(=O)OCCNC(=O)c2cccnc2)C(c2cccc([N+](=O)[O-])c2)C(C(=O)OCCN(C)C)=C(C)N1 (stereo unspecified)	-12	1.5%
CC(C)Oc1cccc(C(=O)NC(=S)Nc2ccccc2)c1	-2	-5.8%
COC(=O)CSc1nc(C2CC2)nc2ccccc12	-1	1.3%
CSCCC(NC(=O)c1ccc(C(C)(C)C)cc1)C(=O)O (stereo unspecified)	-7	3.6%
CCC(C)c1ccccc1NC(=O)COC(=O)CCc1cc(OC)c(OC)c(OC)c1 (stereo unspecified)	9	8.4%
CCOc1cccc(C(=O)Nc2ccc(N3CCN(S(C)(=O)=O)CC3)cc2)c1	-6	0.9%
CCCCCn1c(N2CCOCC2)nc2c1c(=O)n(CC(N)=O)c(=O)n2C	.	-8.0%
CC(C)CCNC(=S)Nc1ccc(Br)cc1	1	3.4%
Cc1cc(C)n2nc(-c3ccsc3-n3c(C)ccc3C)cc2n1	-4	3.0%
O=C(O)CCCCCn1c(SCC(=O)Nc2ccc(F)cc2)nc2ccsc2c1=O	13	-1.1%
COc1ccccc1NC(=O)Cn1nnc(-c2ccccc2NC(=O)c2cc3ccccc3oc2=O)n1	.	-0.1%
Cc1cccc(CC2S/C(=N/N=C/c3ccco3)NC2=O)c1 (stereo unspecified)	15	-0.3%
CC(=O)SC(C)CC(=O)NCc1ccccc1 (stereo unspecified)	82	5.2%
CN(Cc1ccccc1)S(=O)(=O)c1ccc(OCC(=O)Nc2cccc([N+](=O)[O-])c2)cc1	-3	1.7%
O=C(NC1CCCC1)C(c1ccccc1F)N(C(=O)Cc1cccs1)c1ccc2c(c1)OCCO2 (stereo unspecified)	.	0.9%

New compounds follow.
SMILES	RmlCD inh 1536	GlmU inhibition
CCC(=O)c1ccc(OCC(O)Cn2nnc3ccccc32)cc1 (stereo unspecified)	-8	-0.3%
CCOC(=O)Nc1sc(C)c(C)c1C(N)=O	11	1.2%
Cc1cc(S(=O)(=O)NC(C)C)ccc1OCC(=O)N1CCOCC1	-3	-5.3%
CCCCc1nnc(NC(=O)CSc2nc(O)c(Cc3ccccc3)c(=O)[nH]2)s1	5	-1.2%
CCN(C(=O)COC(=O)c1ccc(COc2ccc3c(C)cc(=O)oc3c2)cc1)C1CCS(=O)(=O)C1 (stereo unspecified)	-11	1.2%
CC(=O)c1sc(Nc2ccccn2)nc1C	-9	-6.8%
O=C1CC(c2ccc(O)c(O)c2)Oc2cc(O)cc(O)c21 (stereo unspecified)	.	-1.4%
Cc1cc(C)n(-c2ncc(-c3ccccc3)nn2)n1	-9	4.1%
O=S(=O)(c1ccc2nc(Cc3ccccc3)[nH]c2c1)N1CCOCC1	.	9.1%
CC(=NCCC1=CCCCC1)c1c(O)[nH]c(=O)[nH]c1=O	.	-3.8%
CCC(C)N1C(=O)NC(=O)C2(Cc3cc(C)ccc3N(C)C2)C1=O (stereo unspecified)	12	-3.5%
NS(=O)(=O)c1cccc(NC(=O)Nc2ccc(Cl)cc2)c1	4	0.3%
CC(=O)Nc1cccc(CP(=O)(c2ccccc2)c2ccccc2)c1	4	3.5%
CNC(=S)NNC(=O)c1cccc(N(C)C)c1	-10	2.5%
COCCN(C(=O)CN1CCCc2ccccc21)c1c(N)n(Cc2ccccc2)c(=O)[nH]c1=O	19	-4.3%
COc1cccc(CC2(CO)CCCN(Cc3cnn(-c4ccccc4)c3)C2)c1 (stereo unspecified)	9	-0.8%
COc1ccccc1N=CC1=C(O)CC(c2ccccc2)CC1=O (stereo unspecified)	10	0.1%
COc1cc(C=Nc2c(C)cc(C)cc2C)ccc1OC(C)=O	10	-3.9%
COCCNCCCCOc1ccccc1-c1ccccc1	14	2.6%
O=C(CSc1ncccn1)N/N=C/c1cccs1	-14	-5.3%
Cc1cc(C)n(-c2ccc(C(=O)NCc3cccs3)cc2)n1	7	-6.4%
CN(C)CCCNc1ccc(-c2nn(C)c(=O)c3ccccc23)cc1[N+](=O)[O-]	.	-7.2%
O=C1N[C@@H](Cc2cn(S(=O)(=O)c3ccccc3)c3ccccc23)C(=O)N[C@H]1Cc1ccccc1	.	3.7%
O=C(Nc1cc(C(F)(F)F)ccc1N1CCOCC1)c1ccccc1	.	0.4%
COc1ccc(-n2c(N)c(C(=O)NCC3CCCO3)sc2=S)cc1 (stereo unspecified)	11	-1.1%
S=C(NCc1ccccn1)Nc1cccc(Cl)c1	.	1.6%
Cc1cc(-n2c(C)cc(C(=O)CSc3ccc4c(c3)OCCO4)c2C)no1	.	-1.2%
O=C1Cc2cccc3cccc1c23	9	6.7%
Cc1nn(C)c(C(=O)Sc2cccc(Cl)c2)c1[N+](=O)[O-]	0	1.7%
C=C(C)COc1ccc(-c2n[nH]c(C)c2Oc2ccccc2OC)c(O)c1	-5	0.8%
CCCC1=NN(c2ccc([N+](=O)[O-])cc2)C(=O)/C1=C/N(C)C	4	-2.2%
Cc1cccc(N2CCN(C(=O)c3ccc(Cl)c(S(=O)(=O)N4CCc5ccccc5C4)c3)CC2)c1C	-2	3.0%
COc1ccc(NCc2ccc(OC)c(OC)c2)cc1	15	-5.5%
CC(C)OCCCNC(=O)c1ccc(Br)cc1	5	-0.1%
Cc1ccc(-c2nnc(SCC(=O)NNC(=O)COc3ccccc3C)n2C)cc1	9	-0.3%
CCOC(=O)c1c(C)[nH]c(C(=O)OCC(=O)Nc2ccc(OCC)cc2)c1C	3	-5.8%
O=C(NCc1nc2ccccc2[nH]1)C1=C[C@@H](c2ccccc2)C[C@@H](OCc2ccc(CO)cc2)O1	.	1.1%
CCOc1ccccc1C(=O)NCC(=O)OCC(=O)NCCc1ccc(S(N)(=O)=O)cc1	15	0.5%
O=C(c1ccc([N+](=O)[O-])cc1)N1CCN(Cc2ccccc2)CC1	.	0.9%
Cc1oc(C)c2c(=O)ccc3c(c12)OC(N)=C(C#N)C3c1ccccc1 (stereo unspecified)	9	-0.4%
CN(Cc1ccccc1)S(=O)(=O)c1ccc(Cl)c(C(=O)NCCc2ccccn2)c1	-11	5.2%
COC(=O)c1ccc2c(c1)C(C)(C)C(/C=C/c1ccc(O)cc1)=[N+]2C	.	0.3%
COC(=O)CCCSc1nccn1-c1ccccc1	.	-0.7%
NC(=O)CSc1nc(C23CC4CC(CC(C4)C2)C3)nc2ccccc12	.	-3.2%
CCOC(=O)C1=C(COC(=O)C2(C)CC2(Cl)Cl)NC(=O)NC1c1ccccc1 (stereo unspecified)	.	1.6%
CC(C)(C)c1cc(NC(=O)c2cccc([N+](=O)[O-])c2)no1	1	0.2%
CCCCn1c(=O)c(C(=O)Nc2ccsc2C(=O)OC)c(O)c2ccccc21	.	3.1%
CCCCNC(=O)CCn1c(=O)c2ccccc2n(CC(=O)N2CC(C)CC(C)C2)c1=O (stereo unspecified)	.	3.1%
CSc1cnc2c(N)nc(N(C)C)nc2n1	-12	2.9%
COc1ccc(NC(=S)Nc2nc(CC(=O)Nc3ccccc3OC)cs2)cc1	-9	-2.8%

Entries shown so far that contain an NH in an aromatic ring, in the order listed:
SMILES	RmlCD inh 1536	GlmU inhibition
C/C(=N\N)c1c(-c2ccccc2)c2cc(C)ccc2[nH]c1=O	9	4.2%
C[C@@H](C(=O)NCCc1c[nH]c2ccccc12)[C@H]1C[C@]1(C)[C@H](NC(=O)OCc1ccccc1)c1ccccc1	.	-0.7%
O=S(=O)(c1ccc2c(c1)OCCO2)N1CCC(c2nc3ccccc3[nH]2)CC1	.	8.3%
Cc1cccc(CCNS(=O)(=O)c2cnc[nH]2)c1	11	-3.1%
COc1cccc(C2c3[nH]c4ccccc4c3CCN2Cc2cnc(C)s2)c1OC (stereo unspecified)	.	2.5%
CCCCc1nnc(NC(=O)CSc2nc(O)c(Cc3ccccc3)c(=O)[nH]2)s1	5	-1.2%
O=S(=O)(c1ccc2nc(Cc3ccccc3)[nH]c2c1)N1CCOCC1	.	9.1%
CC(=NCCC1=CCCCC1)c1c(O)[nH]c(=O)[nH]c1=O	.	-3.8%
COCCN(C(=O)CN1CCCc2ccccc21)c1c(N)n(Cc2ccccc2)c(=O)[nH]c1=O	19	-4.3%
C=C(C)COc1ccc(-c2n[nH]c(C)c2Oc2ccccc2OC)c(O)c1	-5	0.8%
CCOC(=O)c1c(C)[nH]c(C(=O)OCC(=O)Nc2ccc(OCC)cc2)c1C	3	-5.8%
O=C(NCc1nc2ccccc2[nH]1)C1=C[C@@H](c2ccccc2)C[C@@H](OCc2ccc(CO)cc2)O1	.	1.1%

Record cards, as listed above. Order of values: RmlCD inh 1536, GlmU inhibition
Listed for NC(=O)CSc1nc(C23CC4CC(CC(C4)C2)C3)nc2ccccc12 : ., -3.2%
Listed for CN(Cc1ccccc1)S(=O)(=O)c1ccc(Cl)c(C(=O)NCCc2ccccn2)c1 : -11, 5.2%
Listed for CCCCn1c(=O)c(C(=O)Nc2ccsc2C(=O)OC)c(O)c2ccccc21 : ., 3.1%
Listed for COC(=O)c1ccc2c(c1)C(C)(C)C(/C=C/c1ccc(O)cc1)=[N+]2C : ., 0.3%
